High-throughput results (PubChem)
CD11b adhes inh – inhibitors of human CD11b/CD18 binding to fibrinogen. P05107+P11215. K562 CD11b/CD18 adhesion to fibrinogen, ATPlite luminescence; Mn2+ added to activate the integrin. inhibition, % at 10 µM. 93,000 tested, 0.54% active. AID 1497;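 active = primary inhibition of 50% or more at 10 µM, then 40% or more on retest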; also: some results filed as inactive read as strong as hits
ERa SRC1 pot – enhances coactivator binding to human estrogen receptor alpha; P03372; TR-FRET ERalpha-LBD/SRC-Cy5 coactivator binding, 2 h; 100 = basal binding, no effect; coactivator binding (% of control), % at 25.6 µM; 86,000 tested, 1.3% active; AID 639; in the data active = activity above about 200%;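 also: binding measured in presence of low estradiol as agonist stimulus; 0% = peptide alone without receptor and 100% = receptor with peptide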
ERa coact inh – blocks coactivator binding to human estrogen receptor alpha; P03372; TR-FRET ER-alpha LBD / SRC-1 peptide, estradiol-bound; inhibition, % at 25.6 µM; 86,000 tested, 1.7% active; in the data active = inhibition above about 50%;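 also: 0% = receptor plus peptide control and 100% = peptide only without receptor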
Lung fibro prol – blocks proliferation of human lung fibroblasts. LL 47 human lung fibroblast viability, ATP luminescence; hits give low values. viability, % at 10 µM. 85,000 tested, 1.1% active. AID 719;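 active = viability at or below 50% in the single dose screen; inactive = viability above 50%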;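 also: compound exposure lasted 72 h before the ATP readout; 100% = median luminescence of untreated cell-only wells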
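material = human LL 47 lung fibroblast cells | dosing = compounds added from tenfold dosing solution, 0.1% DMSO final | timing = overnight cell rest, 72 h compound treatment at 37 °C | measured by = CellTiter-Glo luminescence measuring cellular ATP | evaluation = % viability versus median cells-only luminescence | control set = cell-only wells, no compound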
CYP2C19 inh – human CYP2C19 inhibition. inhibition, % at 5 µM. 96,000 tested, 21% active. AID 778. CYP2C19 Supersomes, luciferin-H EGE luminescence, 30 min;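 active = CYP2C19 inhibition above a set limit at 5 µM in the primary screen, cut at about 50% in these data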;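 also: plate controls were negative control wells for no effect and 2.5 mM tranylcypromine positive control for full effect; values of inactives mirror those of a sister screen read the other way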
Target sequence (P33261 whole entry, looked up): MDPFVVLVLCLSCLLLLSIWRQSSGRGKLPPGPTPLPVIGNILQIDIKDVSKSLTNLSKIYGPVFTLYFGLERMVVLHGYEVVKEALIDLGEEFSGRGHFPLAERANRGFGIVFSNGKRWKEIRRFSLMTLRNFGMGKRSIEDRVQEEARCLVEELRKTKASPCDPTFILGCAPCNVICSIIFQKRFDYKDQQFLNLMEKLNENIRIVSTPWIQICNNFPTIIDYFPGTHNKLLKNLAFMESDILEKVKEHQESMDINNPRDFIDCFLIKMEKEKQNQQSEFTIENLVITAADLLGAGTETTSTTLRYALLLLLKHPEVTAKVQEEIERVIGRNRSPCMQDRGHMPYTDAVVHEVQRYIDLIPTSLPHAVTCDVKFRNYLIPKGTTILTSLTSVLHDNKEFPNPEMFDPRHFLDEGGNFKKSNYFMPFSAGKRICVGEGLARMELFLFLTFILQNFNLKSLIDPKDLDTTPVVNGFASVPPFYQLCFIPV
H69AR inhibit – blocks growth of human H69AR lung tumor cells; AID 598; H69AR lung tumor viability, ATP luminescence, 72 h; hits give low values; 85,000 tested, 6% active; viability, % at 10 µM;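 active = viability at or below 40%; inactive = viability above 40%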;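 also: multidrug resistant small cell line overexpressing MRP-1 efflux transporter; 100% = mean luminescence of untreated control wells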
HUVEC inhibit – blocks proliferation of human endothelial cells; HUVEC proliferation, CellTiter-Glo luminescence, 72 h; hits give low values; 86,000 tested, 1.1% active; AID 648; viability, % at 10 µM (by protocol);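 active = viability at or below 30%; inactive = viability above 30%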;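 also: 100% = median luminescence of DMSO-only cell control wells on each plate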
CYP2C19 act – cytochrome P450 2C19 (human) activation; P33261; recombinant CYP2C19, luciferin-H EGE luminescence; hits give high values; 0 = fully inhibited enzyme, 1 = untreated enzyme; activation factor at 5 µM; 96,000 tested, under 10 active; AID 1025;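 active = activation factor of at least 2 at 5 µM in the primary screen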;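 also: 0 = wells with 2.5 mM tranylcypromine and 1 = vehicle-only wells; values of inactives mirror those of a sister screen read the other way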
CD11b adhes enh – enhancers of human CD11b/CD18 binding to fibrinogen | 93,000 tested, 0.07% active | AID 1499 | P05107+P11215 | activation, % at 10 µM | K562 CD11b/CD18 adhesion to fibrinogen, ATPlite luminescence;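 active = 10 µM primary screen giving 50% or more activity, confirmed by 40% or more on retest at that dose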; also: strong numbers were not always called active
* hit, by the source's call; · = not tested or not shown; [ ] = dose if it differs, or a comment. An unsorted share of the library; 26% or so of the library scored in one or more.

SMILES	CD11b adhes inh	ERa SRC1 pot	ERa coact inh	Lung fibro prol	CYP2C19 inh	H69AR inhibit	HUVEC inhibit	CYP2C19 act	CD11b adhes enh
CCOC(=O)CSc1nc2ccccc2n1CC(=O)N1CCN(c2ccccc2)CC1	-4	117	9[fluorescence artefact?]	104	3	92	91	1	3
O=S(=O)(Nc1ccc(Cc2ccncc2)cc1)c1ccc(Br)s1	12	·	·	·	72*	·	·	0.3	7
O=C(CCn1c(=O)oc2ccccc21)NCCN1CCc2ccccc2C1	-18	116	47	95	-15	86	99	1.2	1
COc1cc(OC)cc(-c2nnc(SCC(=O)N(Cc3ccccc3)C(C)(C)C)o2)c1	1	114	3	92	78*	65	92	0.2	-4
O=C(CSc1nnc(CNC(=O)c2c(F)cccc2Cl)o1)c1ccccc1	·	109	-26	90	·	73	90	·	·
NC(=O)c1ccsc1NC(=O)c1nc(-c2ccccc2)n(-c2ccccc2)n1	-28	·	·	·	30	·	·	0.7	4
Cc1cc(C)c(S(=O)(=O)N(CC(=O)O)CC(=O)O)c(C)c1	2	106[fluorescence artefact?]	-5	95	-11	99	100	1.1	0
CC1=C(C(=O)OCCOc2ccccc2)C(c2ccc(C)o2)C2=C(CC(C)(C)CC2=O)N1 (stereo not drawn)	20	117	-18	92	78*	101	85	0.2	3
CCOC(=O)C(C)Sc1nc2c(c(=O)[nH]c(=O)n2C)n1C/C=C(/C)Cl (stereo not drawn)	4	48	27	95	14	72	97	0.9	1
Cc1cc(C(C)(C)C)oc1C(=O)N(CC(=O)NC1CCCC1)Cc1ccccc1	-4	·	·	·	-10	·	·	1.1	1
CCOC(=O)N1CCN(C(=O)CSc2nnc(-c3c[nH]c4ccccc34)n2CCOC)CC1	-2	119[fluorescence artefact?]	9[fluorescence artefact?]	109	4	100	90	1	-3
O=C(CCS(=O)(=O)c1cccs1)Nc1ccc(C(=O)NCc2ccccc2)cc1	-22	98	4	108	78*	88	96	0.2	-1
CC(C)CNC(=O)CSc1nnc(-c2cccc(S(=O)(=O)N3CCCCC3)c2)o1	-11	98	5	99	26	99	102	0.7	0
CCOC(=O)CC1C(=O)NC2CCCCC2N1C(=O)Nc1ccc(Cl)cc1 (stereo not drawn)	0	129	-8	99	31	95	92	0.7	2
CCN(c1nc(C)cc(OC)n1)S(=O)(=O)c1ccccc1	1	·	·	·	76*	·	·	0.2	7
CCc1nnc(NC(=O)CSc2nnc(Cc3ccccc3)n2-c2ccccc2)s1	-4	98	0	94	26	86	92	0.7	-1
Cc1cccc(CCNC(=O)C2CCN(S(=O)(=O)c3c(C)nn(C)c3C)CC2)c1	-11	99	-2	84	6	86	82	0.9	-3
CN(C)CCC1Sc2ccccc2Oc2ccccc21 (stereo not drawn)	·	102[fluorescence artefact?]	-6	94	·	87	85	·	·
CCOc1cc(C(=O)NCC(C)CN(C)C)cc(OCC)c1OCC (stereo not drawn)	3	132	-23	95	-16	97	98	1.2	5
Cn1cc(CNC(=O)C2CCCCC2)cn1	-10	113	-1	92	0	·	92	1	2
COc1ccccc1N1CCN(C(=O)C(C)N(c2ccc(C)c(C)c2)S(C)(=O)=O)CC1 (stereo not drawn)	-5	111	-6	99	17	79	110	0.8	5
CCOC(=O)c1ccc2[nH]c3c(c2c1)CN(C)CC3	-3	117	0	93	21	95	114	0.8	1
O=C(CN1CCCC1)Nc1c2c(nc3ccccc13)N(Cc1ccccc1)CC2	4	101	-5	89	31	91	72	0.7	-2
CC1CCc2nn(CC(=O)NCCCN3CCOCC3)cc2C1 (stereo not drawn)	-8	106	-1	104	18	99	107	0.8	2
O=C1CC(Cc2ccccc2)C(=O)N1c1ccc(Cl)cn1 (stereo not drawn)	-2	99	2	98	59*	97	91	0.4	-6
The list continues.
SMILES	CD11b adhes inh	ERa SRC1 pot	ERa coact inh	Lung fibro prol	CYP2C19 inh	H69AR inhibit	HUVEC inhibit	CYP2C19 act	CD11b adhes enh
CC1(C)CC(=O)c2c(n(-c3cccc4ccccc34)ccc2=O)C1	-2	86	-9	100	9	87	103	0.9	-6
Cc1sc2ncnc(-n3cnc4ccccc43)c2c1C	-6	74	-1	99	46	91	86	0.5	-4
CCCOC(=O)c1ccc(Oc2c(-c3ccc(OC)cc3O)n[nH]c2C)cc1	13	84	-10	88	46	1.6*	25*	0.5	-4
COc1ccccc1CO/N=C/c1cccn1-c1nccc(N(C)C)c1C#N	-16	84[fluorescence artefact?]	0	97	99*	94	110	0	-4
COc1ccccc1N1CCN(C(=O)C2CCN(S(=O)(=O)N3CCOCC3)CC2)CC1	·	107[fluorescence artefact?]	-1[fluorescence artefact?]	107	-3	85	92	1	·
CCOC(=O)c1sc2nc(N3CCOCC3)c3c(c2c1N)CCC3	2	113[fluorescence artefact?]	0[fluorescence artefact?]	107	34	71	82	0.7	0
Cc1ccc(S(=O)(=O)Nc2ccc(NC(=O)CN3CCCCC3)c(Cl)c2)cc1	16	94	9[fluorescence artefact?]	103	71*	92	106	0.3	-3
Cc1ccc2nc(Nc3nc(=O)c4ccccc4n3C)nc(C)c2c1	30	71[fluorescence artefact?]	60*	108	-6	70	102	1.1	33
O=C(CSc1ccc2nnc(-c3cccs3)n2n1)N1CCOCC1	·	98[fluorescence artefact?]	19	92	·	79	94	·	·
O=C1CN(C(=O)COC(=O)C2=COCCO2)c2ccccc2N1	-1	105	1	93	-18	112	96	1.2	-5
CCOC(=O)c1ccc(NC(=O)Nc2ccn(C)n2)cc1	-2	102	22	92	20	75	90	0.8	-2
CC#CCN(CC#CC)S(=O)(=O)c1ccc(S(=O)(=O)N2CCOCC2)cc1	9	89	5[fluorescence artefact?]	93	36	77	106	0.6	2
CCCc1nnc(SCC(=O)O)n1/N=C/c1ccc2c(c1)OCO2	·	107	-20	102	-1	87	97	1	·
Cc1cc(-c2ccccc2)nc(N2CCC(C(=O)NC34CC5CC(CC(C5)C3)C4)CC2)n1	9	115	6	104	8	94	99	0.9	2
Cc1cc(SCC(=O)Nc2ccccc2)nc(C)n1	1	112	72*[fluorescence artefact?]	102	20	97	94	0.8	-3
Cc1cccc(N(C(=O)CCC(=O)Nc2cccnc2)C(C(=O)NC2CCCC2)c2ccncc2)c1 (stereo not drawn)	·	98	-29	96	·	91	97	·	·
CC(Sc1nc2ccccc2[nH]1)C(=O)Nc1ccc2c(c1)OCCO2 (stereo not drawn)	·	101	0	101	29	95	90	0.7	·
Cc1ccc(S(=O)(=O)c2c(N)n(CCC(C)C)c3nc4ccccc4nc23)cc1	13	126	3	95	43	92	65	0.6	-2
O=C(O)C1OC(C(=O)O)C2C1C(F)(F)C2(F)F (stereo not drawn)	-4	115	-2	95	-1	94	94	1	2
Cc1nc2c3ccccc3n(CC(=O)c3ccc(F)cc3)c(=O)n2n1	-1	164	-4	100	7	97	94	0.9	-1
O=c1/c(=C/c2ccco2)sc2n1CN(c1ccccc1)CN=2	3	112	-6	99	-2	95	75	1	-4
Cc1cc(-c2ccccc2)nc(SCC(=O)c2cccc([N+](=O)[O-])c2)n1	-9	·	·	·	44	·	·	0.6	-2
CCN(CC)S(=O)(=O)c1ccc(-c2nnc3sc4cccc(C)c4n23)cc1	5	103	-3	93	72*	64	95	0.3	5
N/C(=N\S(=O)(=O)c1ccc(Cl)s1)c1ccccc1	-13	107	-3	101	97*	96	93	0	-1
CCOC(=O)COc1ccc(C)cc1-c1ccno1	-10	·	·	·	34	·	·	0.7	-3
Cc1ccsc1C(C(=O)NC1CCCCC1)N(C(=O)c1csnn1)C1CC1 (stereo not drawn)	-1	88	9[fluorescence artefact?]	100	64*	101	98	0.4	-2
CCc1nc(Nc2ccc3c(c2)OCCO3)c2oc3ccccc3c2n1	-1	99[fluorescence artefact?]	1	89	40	38*	40	0.6	-4
CC(C)CCNC(=O)C(c1cccnc1)N(CCc1ccccc1)C(=O)Cn1nnc2ccccc21 (stereo not drawn)	·	118[fluorescence artefact?]	-4	98	·	78	89	·	·
O=C(OCC1COc2ccccc2O1)c1c(F)cccc1F (stereo not drawn)	13	98	-6	96	97*	102	89	0	-4
COc1cccc(NC(=O)NCc2cccn2C)c1	0	95[fluorescence artefact?]	-4	88	26	95	85	0.7	3

By substructure: the compounds so far with a tert-butyl group
SMILES	CD11b adhes inh	ERa SRC1 pot	ERa coact inh	Lung fibro prol	CYP2C19 inh	H69AR inhibit	HUVEC inhibit	CYP2C19 act	CD11b adhes enh
COc1cc(OC)cc(-c2nnc(SCC(=O)N(Cc3ccccc3)C(C)(C)C)o2)c1	1	114	3	92	78*	65	92	0.2	-4
Cc1cc(C(C)(C)C)oc1C(=O)N(CC(=O)NC1CCCC1)Cc1ccccc1	-4	·	·	·	-10	·	·	1.1	1

In the list so far, these contain two or more sulfur atoms:
SMILES	CD11b adhes inh	ERa SRC1 pot	ERa coact inh	Lung fibro prol	CYP2C19 inh	H69AR inhibit	HUVEC inhibit	CYP2C19 act	CD11b adhes enh
O=S(=O)(Nc1ccc(Cc2ccncc2)cc1)c1ccc(Br)s1	12	·	·	·	72*	·	·	0.3	7
O=C(CCS(=O)(=O)c1cccs1)Nc1ccc(C(=O)NCc2ccccc2)cc1	-22	98	4	108	78*	88	96	0.2	-1
CC(C)CNC(=O)CSc1nnc(-c2cccc(S(=O)(=O)N3CCCCC3)c2)o1	-11	98	5	99	26	99	102	0.7	0
CCc1nnc(NC(=O)CSc2nnc(Cc3ccccc3)n2-c2ccccc2)s1	-4	98	0	94	26	86	92	0.7	-1
O=C(CSc1ccc2nnc(-c3cccs3)n2n1)N1CCOCC1	·	98[fluorescence artefact?]	19	92	·	79	94	·	·
CC#CCN(CC#CC)S(=O)(=O)c1ccc(S(=O)(=O)N2CCOCC2)cc1	9	89	5[fluorescence artefact?]	93	36	77	106	0.6	2
CCN(CC)S(=O)(=O)c1ccc(-c2nnc3sc4cccc(C)c4n23)cc1	5	103	-3	93	72*	64	95	0.3	5
N/C(=N\S(=O)(=O)c1ccc(Cl)s1)c1ccccc1	-13	107	-3	101	97*	96	93	0	-1
Cc1ccsc1C(C(=O)NC1CCCCC1)N(C(=O)c1csnn1)C1CC1 (stereo not drawn)	-1	88	9[fluorescence artefact?]	100	64*	101	98	0.4	-2
